Compound activity (PubChem)
TcdB inh: TcdB glycohydrolase inhibitors, primary screen, biochemical, single point, plate reader | TcdB glycohydrolase enzymatic assay | inhibition, % at 9.99 µM | 0.24% of 350,000 active | AID 652162, 2013; in the data active = inhibition above about 10%
GDH-TPI counter: GDH-TPI coupling enzyme inhibitors, primary screen, artefact control for M. tuberculosis FBA inhibitor project, biochemical, absorbance, full deck; GDH-TPI coupled enzyme counterscreen, NADH absorbance; inhibition, % at 4.8 µM; 1.2% of 360,000 active; AID 588335, 2011; in the data active = inhibition above about 30%;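 also: 0% = DMSO wells and 100% = wells lacking the enzyme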
UGM FP inh: M. tuberculosis UGM enzyme inhibitors, primary screen, biochemical, fluorescence polarization, single point; UDP-galactopyranose mutase (Mycobacterium tuberculosis (strain ATCC 25618 / H37Rv)), …; purified UGM, fluorescence polarization probe displacement; inhibition, % at 10 µM; 0.06% of 320,000 active; AID 504406, 2011; in the data active = inhibition above about 10%, passing the limit was not always enough
Target sequence (P9WIQ1 whole entry, looked up): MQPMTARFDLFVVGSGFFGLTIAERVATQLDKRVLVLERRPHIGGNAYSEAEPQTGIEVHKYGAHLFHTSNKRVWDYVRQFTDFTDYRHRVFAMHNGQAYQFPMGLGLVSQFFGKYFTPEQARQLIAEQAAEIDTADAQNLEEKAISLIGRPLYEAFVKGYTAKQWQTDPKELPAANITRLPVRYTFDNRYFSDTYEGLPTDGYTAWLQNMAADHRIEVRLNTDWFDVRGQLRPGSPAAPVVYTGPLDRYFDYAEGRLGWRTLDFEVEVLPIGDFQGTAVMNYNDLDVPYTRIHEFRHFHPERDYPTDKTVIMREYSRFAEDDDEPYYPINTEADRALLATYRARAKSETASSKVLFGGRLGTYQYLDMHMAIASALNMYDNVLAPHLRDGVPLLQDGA
Vc quorum ag: inducers of Vibrio cholerae quorum light production without autoinducers, primary screen, BH1578 luxS cqsA deficient, single point; activation, % at 18.7 µM; V. cholerae BH1578 lux reporter, luminescence, 6 h; 0.16% of 350,000 active; AID 588436, 2011; in the data active = activation mostly above about 9.7%, no sharp cut-off; also: not every result past the cut was called active; inactives centre near 0; reference of the scale not given here
FadD28 FP inh: inhibitors of FadD28 bisubstrate probe binding, primary screen, biochemical, fluorescence polarization, single point. Mycobacterium tuberculosis FadD28 fatty-acid-AMP ligase. inhibition, % at 12.5 µM. 0.22% of 360,000 active. AID 588549, 2011; in the data active = inhibition above about 8.5%, passing the limit was not always enough
Y pestis TopoI: Yersinia pestis topoisomerase I inhibitors, primary screen, biochemical, cleavage product accumulation, plate reader, single point | Y. pestis Topo-I cleavage product accumulation | DNA topoisomerase I (Yersinia pestis CO92) | 0.064% of 360,000 active | activity, % at 10 µM; in the data active = activity above about 50%, passing the limit was not always enough; also: inactives centre near 2
PfHsp40 yeast: rescue of yeast from PfHsp40 toxicity, primary screen, S. cerevisiae, ATP luminescence; S. cerevisiae expressing PfHsp40, growth rescue; growth rescue, % at 12.5 µM; 0.68% of 340,000 active; AID 504582, 2011; in the data active = growth rescue above about 28%, passing the limit was not always enough;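 also: yeast W303a lacking pdr1 and pdr3 grown in galactose medium; growth measured after three days at 30 °C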
BioA inh: M. tuberculosis BioA enzyme inhibitors, primary screen, biochemical, plate reader, single point, HTS; 7,8-diaminopelargonic acid synthase BioA (Mycobacterium tuberculosis); purified M. tuberculosis BioA enzyme; inhibition, % at 9.99 µM; 0.096% of 360,000 active; AID 602481, 2012; in the data active = inhibition above about 40%
Mtb FBA inh: Mtb FBA enzyme inhibitors, primary screen, biochemical, fluorescence, strain H37Rv. Fructose-bisphosphate aldolase (Mycobacterium tuberculosis (strain ATCC 25618 / H37Rv)), …. 2.3% of 360,000 active. inhibition, % at 1 µM. purified M. tuberculosis FBA, fluorescence read-out. AID 588726, 2011; in the data active = inhibition above about 27%;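 also: 0% = vehicle and 100% = reference inhibitor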
Target sequence (P9WQA3 whole entry, looked up): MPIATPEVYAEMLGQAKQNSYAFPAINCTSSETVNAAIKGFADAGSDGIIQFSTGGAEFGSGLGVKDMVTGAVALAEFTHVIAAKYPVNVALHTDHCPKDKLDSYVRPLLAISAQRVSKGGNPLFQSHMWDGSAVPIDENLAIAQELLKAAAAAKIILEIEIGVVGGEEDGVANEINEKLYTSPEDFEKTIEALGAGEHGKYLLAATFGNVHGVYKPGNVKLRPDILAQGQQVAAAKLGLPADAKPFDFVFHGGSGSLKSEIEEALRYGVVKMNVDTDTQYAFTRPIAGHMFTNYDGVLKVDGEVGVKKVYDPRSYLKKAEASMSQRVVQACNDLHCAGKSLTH
Active calls of the source: *; i = inactive; nt = not tested or not shown. An unsorted share of the library; any-hit rate near 4.6%.

SMILES	TcdB inh	GDH-TPI counter	UGM FP inh	Vc quorum ag	FadD28 FP inh	Y pestis TopoI	PfHsp40 yeast	BioA inh	Mtb FBA inh
NC(COCc1ccccc1)c1csc(NC(=O)Nc2cccc(C(F)(F)F)c2)n1 (stereo unspecified)	1.4	5	nt	-0.3	-5.7	-18	nt	0.5	0
Cc1ccc(C(=O)N2CCN(S(=O)(=O)c3ccccc3)CC2)s1	0.6	1	-2.6	i	-1.1	-2	0.9	-0.3	-3
CC1(C)CC(=O)C(N=Nc2ccc(F)cc2)=C(O)C1	1.2	23	1.3	-0.2	-0.5	5	-0.7	nt	-4
O=C(CC1Sc2ccccc2NC1=O)Nc1ccccc1[N+](=O)[O-] (stereo unspecified)	1.3	11	3.0	-0.4	-3.5	-1	0.0	nt	2
COc1ccc(/C=N/NC(=O)c2ccc(=O)[nH]n2)cc1OC	-0.1	25	2.5	i	-1.1	-3	-1.3	nt	-1
C=CC[C@]12CCc3sccc3C1N(c1ccc(C(=O)OCC)cc1)C2=O (stereo partly specified)	1.1	0	0.5	1.7	-3.0	45	3.6	-1.4	-1
Cc1ccnn1CC(=O)N/N=C/c1cn[nH]c1-c1ccc(F)cc1	0.4	-7	-0.2	-2.5	-1.6	9	-0.3	nt	3
O=S(=O)(c1ccc2oc3ccccc3c2c1)N1CCCC1	nt	1	-0.6	i	0.0	18	-0.5	-2.3	1
Cc1nc2c(C#N)c(C)[nH]n2c(=O)c1Cc1ccccc1	2.4	0	0.8	-0.3	-2.4	0	0.4	5.8	7
CC1CN(O)C2CCc3nonc3C12O (stereo unspecified)	nt	-6	0.6	-3.4	-3.6	-7	-0.6	-0.1	1
CCc1ccc(N2CC(C(=O)N/N=C/c3cc([N+](=O)[O-])ccc3O)CC2=O)cc1 (stereo unspecified)	-3.0	18	0.0	i	-3.0	-12	-0.8	-0.7	-3
CSc1nnc(-c2sc3cc(C(F)(F)F)cnc3c2-c2ccccn2)n1C	nt	-2	-1.0	-4.5	-3.1	1	-0.4	-0.9	16
COc1cc(NC(=O)C2CCCCC2)c(OC)cc1NC(=O)c1ccccc1	-0.2	13	6.8	-3.3	0.8	-3	-0.1	-0.7	-2
Cc1ncc(C[n+]2csc(CCOC(=O)CC3C4CC5CC(C4)CC3C5)c2C)c(N)n1 (stereo unspecified)	nt	-5	0.0	nt	-3.7	-4	2.5	-0.2	-3
O=C(COc1ccc2ccccc2c1)NC1CC1	nt	-3	1.2	i	-1.2	-4	0.4	0.7	-5
Cn1c(SCc2n[nH]c(=S)n2-c2ccccc2)nnc1-c1ccccc1	-0.2	8	-0.1	-0.6	-1.5	-8	-1.9	3.1	0
CCOC(=O)C1CC(C)=C(C)CC1C(=O)O (stereo unspecified)	-1.5	4	-3.6	-0.4	-1.8	-1	-0.6	-0.1	1
Cn1c(=O)[nH]c(=O)c2c1nc(Br)n2Cc1cccc(Br)c1	1.3	-1	-2.4	i	-0.8	9	-0.4	-1.1	-1
COc1cc(-c2cc3nc(NCCc4ccc(S(N)(=O)=O)cc4)ccn3n2)cc(OC)c1OC	1.7	11	nt	i	-1.1	0	nt	0.3	26
O=C(O)c1cccc(Cn2c(Cl)c(/C=N/NC(=O)c3cccc(O)c3)sc2=O)c1	-0.1	50*	2.5	i	-17	8	0.2	-0.3	4
Cc1cc(/C=N/O)c(C)n1-c1cccc(Cl)c1	-3.0	0	-0.1	i	-2.4	-6	-0.5	nt	3
C=CC[n+]1c(-c2ccccc2)csc1NC(C)(C)C	1.1	9	-1.1	-0.4	-1.7	6	-0.1	nt	5
O=C(Nc1cccc(F)c1)NC1CC2CCCC(C1)N2C1CC1 (stereo unspecified)	nt	-4	0.0	-5.0	-0.5	-6	-0.5	1.3	2
Cc1cc(C(=O)CSc2n[nH]c(N)n2)c(C)n1-c1cc(F)ccc1F	nt	-2	-3.7	10	-5.8	-4	-0.4	0.0	1
CCNC(=S)NC1CC2CCCC(C1)N2Cc1ccc(C)cc1 (stereo unspecified)	1.3	2	2.4	0.3	1.6	-5	0.7	-0.3	8
(more compounds)
SMILES	TcdB inh	GDH-TPI counter	UGM FP inh	Vc quorum ag	FadD28 FP inh	Y pestis TopoI	PfHsp40 yeast	BioA inh	Mtb FBA inh
O=C(Cn1ncc2ccccc21)N1CCC2(CC1)OCCO2	1.2	-2	3.1	i	-2.1	1	-0.3	-0.5	-2
COc1ccc(-c2nnc(SC(C)C(=O)NCc3ccc4c(c3)OCO4)n2Cc2ccco2)cc1 (stereo unspecified)	0.4	-3	3.2	nt	-3.1	32	-0.3	1.3	0
Cc1ccc(S(=O)(=O)NCC2CCC(C(=O)NCc3ccc4c(c3)OCO4)CC2)cc1 (stereo unspecified)	-1.6	3	0.3	-2.5	0.3	-7	-0.3	-2.3	0
CCCc1cc(C(=O)Nc2c(C)n(C)n(-c3ccccc3)c2=O)no1	0.4	16	-0.8	-0.3	-2.3	-7	0.0	0.3	2
COc1cc(C)ccc1OCCOCCOc1ccccc1[N+](=O)[O-]	0.8	-4	0.9	i	-3.9	16	0.2	-1.5	-2
Cc1cn(Cc2ccccc2Cn2cc(C)c(=O)[nH]c2=O)c(=O)[nH]c1=O	0.5	13	2.3	i	-1.3	-1	0.6	-1.4	1
CCN(CC(O)CON=C1c2ccccc2-c2ccccc21)S(=O)(=O)c1ccc(C)cc1 (stereo unspecified)	nt	4	1.1	-0.2	-4.3	12	6.9	-1.8	-2
CCCNC(=S)N1CCN(c2nc(C)nc3sc4c(c23)CCCC4)CC1	1.4	3	1.2	-0.2	-1.0	23	32*	11	1
O=C(NC(=S)N1CCCC1)c1ccccc1	1.1	2	-2.7	-0.3	-0.3	5	-1.1	0.5	-1
COc1ccc(N2C(=NC(C)=O)SC3CS(=O)(=O)CC32)cc1OC (stereo unspecified)	nt	6	2.7	-1.1	0.0	0	-1.1	-0.9	1
CCOc1ccc(N2CC(O)=C(c3ccccc3)C2=N)cc1	-0.8	-1	-1.1	0.0	-2.0	1	2.8	nt	1
Cc1cccc(CN2CCN(CC(=O)N3CCCC3)C2=O)c1	nt	-11	2.6	-0.1	-3.9	0	-1.1	-0.4	3
NC(=O)N(CCC(=O)O)c1ccccc1	nt	7	-1.6	0.2	-0.4	3	1.8	nt	1
Cc1cc(C(F)(F)F)nn1CC(=O)NNC(=S)Nc1ccc(Cl)cc1	nt	11	2.3	i	-1.9	-4	2.6	nt	2
S=C(NCc1ccccn1)Nc1ccccc1	0.1	-1	4.4	-1.7	-3.3	3	-1.5	-0.9	-2
Cc1cccc(-c2ncc(CN3CCCC(CO)(Cc4cccc(Cl)c4)C3)cn2)c1 (stereo unspecified)	0.3	-4	-1.8	-0.3	-5.0	18	0.1	nt	-2
Cc1ccc(NC(=O)c2ncn(CCCN3CCN(Cc4cccc5ccccc45)CC3)n2)cc1C	1.1	-1	nt	-0.5	-3.0	13	-2.2	-0.3	-3
Cc1c(C(=O)Nc2ccc3c(c2)OCO3)sc2nc(-c3ccccc3)cn12	nt	10	4.0	-1.0	-2.2	2	0.3	-0.3	-1
Cn1nnnc1SCC(=O)Nc1ccc(Cl)cn1	-0.2	2	4.6	9.1	-3.0	-8	-0.6	-0.8	2
CCN(CC)S(=O)(=O)c1csc(C(=O)NC2CCCCC2)c1	nt	12	0.8	-1.3	0.1	4	0.3	-1.4	4
CCn1cnnc1SCC(=O)c1c(N)n(C2CC2)c(=O)[nH]c1=O	-0.7	-3	0.7	i	-3.7	4	-2.2	1.6	0
Cc1cccc(OCC(=O)NNC(=O)CCN2CCN(c3ccccc3)CC2)c1C	1.5	-4	0.4	i	-1.9	0	0.0	-1.7	-2
COc1cc(C(=O)NNC(=O)CN2C(=O)NC(C)(c3ccc(C)cc3)C2=O)cc(OC)c1OC (stereo unspecified)	0.4	-5	-1.1	2.0	-3.5	-8	-0.5	-1.1	0
O=C(Cn1cnc2cc([N+](=O)[O-])ccc2c1=O)Nc1ccccc1-c1ccccc1	0.3	9	-1.3	-0.4	-4.1	-13	1.1	0.5	-1
COc1cc(OC)cc(C(=O)Nc2c(C)nn(-c3ccccc3)c2C)c1	-0.3	11	-0.2	i	-0.4	3	-0.4	nt	8

Four entries from above, sorted by heavy-atom count, lowest first.
SMILES	TcdB inh	GDH-TPI counter	UGM FP inh	Vc quorum ag	FadD28 FP inh	Y pestis TopoI	PfHsp40 yeast	BioA inh	Mtb FBA inh
Cn1nnnc1SCC(=O)Nc1ccc(Cl)cn1	-0.2	2	4.6	9.1	-3.0	-8	-0.6	-0.8	2
CCOc1ccc(N2CC(O)=C(c3ccccc3)C2=N)cc1	-0.8	-1	-1.1	0.0	-2.0	1	2.8	nt	1
COc1cc(NC(=O)C2CCCCC2)c(OC)cc1NC(=O)c1ccccc1	-0.2	13	6.8	-3.3	0.8	-3	-0.1	-0.7	-2
Cc1cccc(OCC(=O)NNC(=O)CCN2CCN(c3ccccc3)CC2)c1C	1.5	-4	0.4	i	-1.9	0	0.0	-1.7	-2

Remaining list, next part:
SMILES	TcdB inh	GDH-TPI counter	UGM FP inh	Vc quorum ag	FadD28 FP inh	Y pestis TopoI	PfHsp40 yeast	BioA inh	Mtb FBA inh
Cc1cnc(C(=O)OCC(=O)c2cc(C)n(CCc3ccc(F)cc3)c2C)cn1	-1.7	7	nt	-0.3	-2.0	27	nt	-0.7	2
O=C(N/N=C/c1ccc(F)c(F)c1)c1cccc(S(=O)(=O)N2CCCCC2)c1	3.0	3	1.9	-2.6	nt	2	1.0	-0.5	-2
COc1ccc(C2C3=C(CCCC3=O)Nc3nc(SCc4ccccc4)nn32)cc1OC (stereo unspecified)	nt	4	-2.5	1.7	-2.6	0	-0.8	-1.2	6
CCOC(=O)c1ccc(NC(=O)CCc2ccc(CC)o2)cc1	nt	1	1.2	-0.1	1.5	2	-0.6	1.2	1
O=C(Nc1ccc(Cl)cc1C(=O)NCc1cccnc1)c1ccc(Cl)cc1Cl	2.4	6	0.7	-0.4	-3.3	3	3.2	0.4	2
Cc1nn(C)c(Cl)c1CN1CCN(C2CCCC2)C(CCO)C1 (stereo unspecified)	0.8	-4	1.4	0.6	-3.1	-6	-0.3	-0.6	-4
CCOc1nc2cnccc2n(CC(=O)Nc2cccc(C)c2C)c1=O	-7.2	-9	-2.7	-0.2	-0.7	-4	0.1	-0.2	0
Cc1ccc(Cc2cc(-c3ccc(C)cc3)n[nH]c2=O)cc1	0.8	2	0.3	-0.6	-1.0	7	-0.8	0.3	-2
Cc1ccc(OCC(O)CNS(=O)(=O)c2ccccc2C(=O)N2CCCCC2)cc1 (stereo unspecified)	nt	13	-3.7	-0.4	0.7	25	-0.9	2.9	-2
Cc1ccc(OCCCCNC(C)(C)C)c([N+](=O)[O-])c1	nt	11	-0.9	-0.2	-1.1	-11	0.1	nt	-1
CC(C)CC(NC(=O)OC(C)(C)C)c1cn([C@@H](CCCCNC(=O)OC(C)(C)C)C(=O)N2CCN(C(=O)OC(C)(C)C)CC2)nn1 (stereo partly specified)	nt	9	1.5	i	-4.6	24	2.4	0.2	2
CCOC(=O)N1CCC(N2CCCC(C(=O)c3cc(C)c(OC)c(C)c3)C2)CC1 (stereo unspecified)	nt	-6	-2.0	nt	-0.6	14	-0.2	nt	0
Cc1c(N=Cc2nc3ccccc3[nH]2)c(=O)n(-c2ccccc2)n1C	nt	42*	1.5	nt	-0.3	9	0.1	0.8	-2
Cc1ccc(NC(=O)COC(=O)c2cccc3c2C(=O)c2ccccc2C3=O)c(C)c1	nt	8	-1.2	-0.7	-1.7	32	1.1	-1.3	0
Nc1c(N(CCCO)C(=O)C2CCCCC2)c(=O)[nH]c(=O)n1Cc1ccccc1	2.4	-4	-2.2	-0.9	0.1	4	2.7	-6.6	0
